ASM inhibitor = human S-ASM enzyme inhibition. placental ASM, HMU-PC fluorogenic substrate, 60 min. Potency, µM (doses to about 57.5 µM), for the others: top-dose activity change, negative = inhibition, hits mostly inhibitors. actives 0.006% (n = 340,000). AID 504937; note: potency is the fitted concentration of half-maximal effect
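Fluorogenic HMU-PC substrate (9 uM final) is turned over by placental ASM in 60 min at 37 C after a 10 min compound preincubation. Reaction ended by alkaline stop (pH 10), with fluorescence read at 386/447 nm.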
Chronic BCR inh = inhibitors of chronic active B-cell receptor signaling; ABC-DLBCL IkBa-CBG/CBR reporter, luminescence ratio, 4 h; Potency, µM (highest dose often 46.1 µM), for inactives: at the top dose ratio change, negative = lower green/red ratio, hits mostly inhibitors; actives 0.05% (n = 340,000); active = well fitted inhibition curve with a large enough effect in the signal ratio, with a control signal flat, not every such curve was filed as active; inconclusive = small, poorly fitted or top-dose-only effect, or effect the other way, or a change in a side signal; the % refers to the signal ratio;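 note: potency is the fitted concentration of half-maximal effect; plate controls were basal doxycycline-induced cells for no effect and cells given 10 µM MG132 for full effect; MG132 reads +100%, hits lower the ratio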
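Cell line TMD8 (human ABC DLBCL), stably expressing tet-inducible CBG68-IkBa fusion and CBR; IMDM/0.5% FBS; cpd up to 46 uM; dox induction, 4 h, 37C/5% CO2; dual luminescence; green/red ratio; MG132 control.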
TSG101-PTAP inh = blocks PTAP/TSG101 interaction to inhibit HIV-1 budding; Potency, µM (series often up to 115 µM), for inactives: top-dose activity change, negative = inhibition, actives largely listed as inhibitors; 340,000 tested, under 10 active; Fluorescence polarization, FITC-PTAP peptide / Tsg101 binding; active = well fitted inhibition curve with a large enough effect in the main read-out, with a control signal flat, not every such curve was filed as active; inconclusive = small, poorly fitted or top-dose-only effect, or effect the other way, or a change in a side signal; inactive = no such curve, though single readings can be large or run the other way; note: potency is the fitted concentration of half-maximal effect; % of control where 0% means no effect
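Fluorescence anisotropy tracks displacement of a FITC-tagged PTAP peptide (50 nM) from the Tsg101 binding domain (10 uM), following a 20 min room-temperature incubation at pH 7.5.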
FBPA coupling cs = counter-screen for Giardia aldolase inhibitors: coupling enzyme system | coupling enzyme system counterscreen, AmpLite Red fluorescence | activity change, negative = inhibition, % at 58.2 µM, hits read low | actives 0.67% (n = 290,000) | AID 2472; in the data active = activity change below about -30%; note: % is set by controls: 0 for no effect and ±100 for the full control effect
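Counterscreen lacking aldolase: glyceraldehyde-3-phosphate coupling-enzyme reagent preincubated 10 min at RT with compound (at 57.5 uM final), then substrate/coupling system with AmpLite Red added; fluorescence read at 525/598 nm after 20 min RT.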
Menin MLL FP TR = menin-MLL binding inhibition, Texas Red mutant peptide; AID 1768; Menin + Texas Red MLL mutant peptide, fluorescence polarization; actives 0.23% (n = 270,000); O00255; Potency, µM (doses to about 61.6 µM), for the others: top-dose FP activity change, negative = inhibition, usual class: inhibitors; active = well fitted inhibition curve with a large enough effect in the polarisation, with a control signal flat, not every such curve was filed as active; inconclusive = small, poorly fitted or top-dose-only effect, or effect the other way, or a change in a side signal; inactive = no such curve, though single readings can be large or run the other way; the % refers to the polarisation; note: potency is the fitted concentration of half-maximal effect; % of control where 0% means no effect; many of its hits are not listed in these tables
B2AR arrestin = beta2AR (human) beta-arrestin recruitment activity; beta-arrestin recruitment to beta2AR, cell-based reporter; Potency, µM (series often up to 46.1 µM), without a hit: at the highest dose activation, actives largely listed as activators; actives 0.02% (n = 330,000);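 note: potency is the fitted concentration of half-maximal effect; 0% = DMSO controls and full agonism = EC100 isoproterenol or metaproterenol; nearly all actives have a fitted effect of over 65% in size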
Tb PFK inh = T. brucei PFK enzyme inhibition | O15648 | T. brucei PFK, ADP-Glo luminescence | Potency, µM (titrated, usually from 57.5 µM), inactives show top-dose activity, negative = inhibition, usual class: inhibitors | actives 0.17% (n = 330,000);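 note: potency is the fitted concentration of half-maximal effect; 0% = uninhibited 1x PFK enzyme wells and -100% = no-enzyme wells; nearly all actives have a fitted effect of over 60% in size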
Target sequence (O15648 whole entry, looked up): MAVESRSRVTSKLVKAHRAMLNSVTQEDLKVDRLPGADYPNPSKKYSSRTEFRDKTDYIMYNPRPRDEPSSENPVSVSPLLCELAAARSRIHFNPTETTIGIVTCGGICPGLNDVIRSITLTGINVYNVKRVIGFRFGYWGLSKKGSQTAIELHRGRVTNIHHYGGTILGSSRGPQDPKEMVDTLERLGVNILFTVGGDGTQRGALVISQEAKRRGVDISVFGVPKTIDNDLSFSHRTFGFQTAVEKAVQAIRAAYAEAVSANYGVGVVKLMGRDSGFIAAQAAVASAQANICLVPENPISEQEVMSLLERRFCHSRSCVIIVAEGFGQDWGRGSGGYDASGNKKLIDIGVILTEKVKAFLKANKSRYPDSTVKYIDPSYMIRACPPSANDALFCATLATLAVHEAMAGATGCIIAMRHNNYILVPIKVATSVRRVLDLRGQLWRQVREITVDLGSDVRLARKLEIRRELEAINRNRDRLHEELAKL
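Activity is normalized to no-enzyme wells (full inhibition) and 1.25 nM enzyme wells (no inhibition). Reaction: 0.5 mM F6P, 0.1 mM ATP, 45 min RT, ADP-Glo luminescence; concentration-response curves fitted and classed by quality.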
a7 integrin act = activates integrin-mediated alleviation for muscular dystrophy | alpha7betagal myoblasts, beta-gal FDG fluorescence, 48 h | Potency, µM (titrated, usually from 38.3 µM), without a hit: at the highest dose activation, usual class: activators | actives 0.064% (n = 350,000) | AID 624291;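 note: potency is the fitted concentration of half-maximal effect; 100% = response of the positive control SU9516; nearly all actives have a fitted effect of over 60% in size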
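alpha7betagal+/- myoblasts (passage 13, 250/well) treated 48 h at 37C with compounds at 1:260 dilution of DMSO stock. Lysed, then beta-galactosidase activity read as FDG fluorescence (ex 480/em 540) after 30 min, with pre-read for autofluorescence.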
GALK inh = galactokinase (human) inhibition | P51570 | Purified GALK, Kinase-Glo residual ATP luminescence | Potency, µM (series often up to 57.5 µM), for inactives: at the highest dose activity change, negative = inhibition, usual class: inhibitors | actives 0.007% (n = 270,000) | AID 1868; note: potency is the fitted concentration of half-maximal effect; % is set by controls: 0 for no effect and ±100 for the full control effect
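Galactose (100 uM) and ATP (35 uM) were turned over by 5 nM GALK for 1 h at RT. Kinase-Glo Plus then converted the remaining ATP into a luminescent signal.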
Giardia kill = kills Giardia lamblia | activity change, % at 7.66 µM, hits read low | actives 0.15% (n = 340,000) | Giardia lamblia trophozoite viability; in the data active = activity change below about -80%; inconclusive = between about -30% and that limit;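 note: parasites exposed to compound for two days anaerobically before the ATP read; % is set by controls: 0 for no effect and ±100 for the full control effect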
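Compounds were tested on trophozoites seeded at 100 cells/well and held 48 hrs at 37 deg C anaerobically. An ATP-based luminescent kit measured the remaining live cells.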
PKM2 act = PKM2 (human) enzyme activation; AID 1631; actives 0.34% (n = 260,000); Potency, µM (doses to about 57.5 µM), without a hit: top-dose activation, usual class: activators; purified PKM2, Kinase-Glo ATP luminescence, activation; response scale: 0% is enzyme alone, no compound; note: potency is the fitted concentration of half-maximal effect; % is set by controls: 0 for no effect and ±100 for the full control effect; nearly all actives have a fitted effect of over 55% in size
Target sequence (P14618 whole entry, looked up): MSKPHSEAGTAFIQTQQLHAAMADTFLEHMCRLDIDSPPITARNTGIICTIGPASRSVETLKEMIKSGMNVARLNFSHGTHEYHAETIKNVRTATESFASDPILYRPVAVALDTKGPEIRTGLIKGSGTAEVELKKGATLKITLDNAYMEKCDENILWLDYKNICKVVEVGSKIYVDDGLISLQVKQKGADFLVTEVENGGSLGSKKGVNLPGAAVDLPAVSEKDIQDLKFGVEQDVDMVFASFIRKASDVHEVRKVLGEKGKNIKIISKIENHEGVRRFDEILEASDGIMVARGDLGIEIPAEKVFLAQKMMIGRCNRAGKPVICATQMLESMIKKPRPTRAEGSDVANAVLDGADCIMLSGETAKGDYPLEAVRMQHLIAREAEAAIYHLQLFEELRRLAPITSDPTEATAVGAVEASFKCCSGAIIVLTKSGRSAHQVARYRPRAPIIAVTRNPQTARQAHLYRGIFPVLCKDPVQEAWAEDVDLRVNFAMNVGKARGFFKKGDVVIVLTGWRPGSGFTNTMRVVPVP
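Purified hPK-M2 (>95% pure) converted ADP (0.1 mM final) to ATP with 0.5 mM PEP in 50 mM imidazole pH7.2, KCl, MgCl2, Tween 20, BSA; 1 h at room temperature. ATP detected by Kinase-Glo luminescence.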
An asterisk follows results filed as active; i = inactive; ? = inconclusive; · = no result given; & = joins results of further samples; [ ] = remark or other dose. Unless noted, calls come from the whole dose curve; as a rule, active = well fitted curve in the direction sought with a large enough effect; inconclusive = small, poorly fitted or top-dose-only effect, or another doubt; inactive = no such curve, though single readings can be large; an effect the other way counts as inactive or inconclusive.

| molecule | Chronic BCR inh | B2AR arrestin | Giardia kill | Menin MLL FP TR | TSG101-PTAP inh | ASM inhibitor | a7 integrin act | GALK inh | Tb PFK inh | FBPA coupling cs | PKM2 act |
| --- | --- | --- | --- | --- | --- | --- | --- | --- | --- | --- | --- |
| OCC1(CCc2ccccc2)CCN(Cc2cc(F)ccc2-n2cccn2)CC1 | 5% | -0.4% | 19 | ? | -4% | 0% | -12% | 12% | -5% | 4 | -1% |
| Cc1ccc(C(C(=O)NC2CCCCC2)N(Cc2ccco2)C(=O)C2COc3ccccc3O2)o1 (stereo not given) | ? | 0.3% | -26 | · | -7% | 2% | 11% | -3% | -8% | -2 | -18% |
| O=C(Cn1nc(Cc2cccnc2)c2ccccc2c1=O)NCC1COc2ccccc2O1 (stereo not given) | ? | 0.1% | -3 | 11% | -3% | 1% | -10% | 3% | 3% | 0 | 16% |
| CCNc1ccc(C(=O)OCC(=O)c2cc(C)n(Cc3ccc4c(c3)OCO4)c2C)cc1[N+](=O)[O-] | 0% | -0.9% | -8 | 4% | -1% | 0% | 7% | 1% | 2% | 0 | -5% |
| Cc1ccc(CSCc2ccc(C(=O)NC3CC3)o2)cc1 | -5% | -1.0% | -26 | · | -1% | 1% | 24% | -1% | 6% | · | · |
| COC(=O)[C@H](Cc1ccccc1)NC(=O)NCc1ccccc1OC | ? | -0.6% | -14 | -3% | -2% | 0% | 0% | -2% | -5% | -1 | 3% |
| Fc1ccc(COc2ccc(Cl)cc2/C=N/Nc2nc(N3CCCC3)nc(N3CCCC3)n2)cc1 | 2% | 0.2% | 8 | -4% | -2% | 10% | 7%[7.66 µM] | -3% | 2% | -1 | 0% |
| O=C(Nc1cc(Oc2ccccc2)cc([N+](=O)[O-])c1)C12CC3CC(C1)CC(n1cnc(Cl)n1)(C3)C2 | 14% | 0.3% | 26 | ? | 2% | -11% | 0% | · | 1% | -1 | -1% |
| CCSc1nnc(NC(=O)c2cc3c(s2)CCCC3)s1 | ? | -1.0% | -17 | 4% | 0% | -3% | 10%[7.66 µM] | 0% | 1% | -1 | 3% |
| Clc1ccc(OCCCN2CCc3ccccc3C2)c(Br)c1 | 0% | 0.0% | 4 | -11% | -9% | 0% | -15% | 6% | 0% | 1 | 0% |
| Cc1c(C(=O)NC2CCCc3ccccc32)oc2ccc(S(=O)(=O)N3CCOCC3)cc12 (stereo not given) | 4% | -0.4% | 20 | -7% | -5% | -3% | -15% | 0% | 1% | 0 | -2% |
| COCCNC(=O)CN1C(=O)CSc2ccc(S(=O)(=O)N3CCOCC3)cc21 | -2% | -0.6% | 22 | -6% | 0% | -2% | 5% | -1% | 4% | 1 | -1% |
| O=C(CCCOc1ccc(Cl)cc1Cl)Nc1ccccc1C(=O)O | 3% | -0.2% | 1 | · | 0% | 14% | -16% | 2% | -1% | -1 | 9% |
| N=C1C(c2nc3ccccc3[nH]2)=C(O)CN1C1CCCCC1 | ? | 0.0% | -10 | · | -2% | 6% | -4% | -3% | 4% | -2 | 3% |
| O=C(NCc1ccc(Cl)cc1Cl)c1ccc2nc[nH]c2c1 | -7% | -0.2% | -3 | -20% | -1% | 3% | -11% | -1% | -19% | 6 | -1% |

Sorted by value in ASM inhibitor (falling): some entries from above.
mol | ASM inhibitor
O=C(CCCOc1ccc(Cl)cc1Cl)Nc1ccccc1C(=O)O | 14%
Cc1ccc(CSCc2ccc(C(=O)NC3CC3)o2)cc1 | 1%
O=C(Nc1cc(Oc2ccccc2)cc([N+](=O)[O-])c1)C12CC3CC(C1)CC(n1cnc(Cl)n1)(C3)C2 | -11%

Next records follow.
| molecule | Chronic BCR inh | B2AR arrestin | Giardia kill | Menin MLL FP TR | TSG101-PTAP inh | ASM inhibitor | a7 integrin act | GALK inh | Tb PFK inh | FBPA coupling cs | PKM2 act |
| --- | --- | --- | --- | --- | --- | --- | --- | --- | --- | --- | --- |
| CN(C)CC(=O)Nc1nc(-c2ccccc2)cs1 | ? | -0.1% | 0 | 1% | -2% | 0% | 4% | -2% | -3% | -2 | 1% |
| CCOC(=O)C1CCc2sc(N)c(C#N)c21 (stereo not given) | -5% | -0.6% | 6 | -8% | 0% | 3% | 25% | -1% | -9% | -13 | -21% |
| O=C(Nc1c2c(nn1-c1cccc(Cl)c1)CS(=O)(=O)C2)C1CC1 | 3% | -0.2% | -16 | · | 1% | 0% | 12% | 5% | -1% | · | -18% |
| CN(C)CCCOc1ccc2c(c1)Sc1ccccc1CC2=O | ? | -0.1% | ? | · | -1% | 28% | -58%[inhibitor] | -3% | -4% | -66* | -21% |
| COc1ccccc1NC(=O)COc1ccc(C(=O)NC2CCCc3ccccc32)cc1OC (stereo not given) | ? | -0.5% | -4 | -5% | -4% | -3% | -3% | 3% | -12% | 2 | -4% |
| Cc1nn(Cc2ccccc2Cl)c2sc(C(=O)OC3CCCC3=O)cc12 (stereo not given) | ? | 0.0% | 12 | -4% | -7% | -10% | -5% | 0% | 0% | -1 | -2% |
| CCOc1cc(/C=C/c2ccc3cccc([N+](=O)[O-])c3n2)ccc1OCC(=O)N(C)C | ? | 0.1% | -19 | ? | -5% | -14% | -60%[inhibitor] | 10% | 25% | 1 | 4% |
| CCOc1ccc(-n2c(N)c(C(=O)NCc3ccco3)c3nc4ccccc4nc32)cc1 | ? | 0.0% | 0 | 9% | -7% | i | -28% | 2% | 2% | 0 | -1% |
| CCOc1ccc(NC(=O)COC(=O)CCC(=O)c2cccs2)cc1 | -1% | 0.3% | -2 | · | -5% | -5% | 12% | · | 3% | · | · |
| Cc1cccc(C)c1NC(=O)CN1CCN(C(=O)c2ccc(OCc3cn4ccccc4n3)cc2)CC1 | 1% | -0.7% | 17 | · | -11% | 2% | -38% | · | ? | · | · |
| COC(=O)CN1C(=O)C(O)(CC(=O)c2ccc(C)cc2)c2ccccc21 (stereo not given) | 5% | -0.3% | -8 | -12% | -2% | 1% | -19% | 1% | -4% | -1 | -1% |
| CC1(C)CC(=NOC(=O)c2ccccc2)CC(C)(C)N1 | -8% | 0.4% | -14 | 15% | -4% | 10% | -15% | 3% | -9% | 1 | -4% |
| CN1C(C(=O)c2ccccc2)=C(N)c2ccccc2S1(=O)=O | -3% | 0.1% | 1 | 9% | -4% | 0% | -13% | 0% | 4% | -14 | 2% |
| O=C(N1CCOCC1)N1CCN(S(=O)(=O)c2ccc(Cl)cc2)CC1 | -5% | -0.3% | -23 | · | -1% | 3% | 20% | 2% | -5% | -1 | -6% |
| CCN1CCC[C@H]1CNC(=O)c1cc(S(N)(=O)=O)ccc1OC | 3% | -0.2% | · | 2% | · | · | · | -2% | 2% | 3&-3&0 | -4% |

The closing 2 records of the part above are carried over, then new ones follow.
| molecule | Chronic BCR inh | B2AR arrestin | Giardia kill | Menin MLL FP TR | TSG101-PTAP inh | ASM inhibitor | a7 integrin act | GALK inh | Tb PFK inh | FBPA coupling cs | PKM2 act |
| --- | --- | --- | --- | --- | --- | --- | --- | --- | --- | --- | --- |
| O=C(N1CCOCC1)N1CCN(S(=O)(=O)c2ccc(Cl)cc2)CC1 | -5% | -0.3% | -23 | · | -1% | 3% | 20% | 2% | -5% | -1 | -6% |
| CCN1CCC[C@H]1CNC(=O)c1cc(S(N)(=O)=O)ccc1OC | 3% | -0.2% | · | 2% | · | · | · | -2% | 2% | 3&-3&0 | -4% |
| Cc1cc(C)nc(-n2cc(C(=O)c3cc(F)ccc3O)cn2)n1 | -13% | -0.5% | -15 | 12% | 0% | 1% | -12% | 1% | 0% | 0 | -2% |
| Cc1ccc(C)c(Nc2c([N+](=O)[O-])ccc3nonc23)c1 | ? | -0.8% | 1 | ? | -1% | -4% | ? | 2% | 5% | 2 | · |
| CC(=O)CC1(C)OC(N)=C(C#N)C1(C#N)C#N (stereo not given) | ? | -0.7% | -5 | -1% | -6% | -2% | 14% | 0% | -1% | 3 | 7% |
| COc1ccc(OC)c(N(CC(=O)NCCSCc2ccco2)S(=O)(=O)c2ccc(OC)c(OC)c2)c1 | 0% | -0.8% | 0 | · | -4% | 3% | -9% | 3% | -19% | · | 9% |
| COC(=O)CSc1nnc(-c2cccc(NC(=O)c3ccc(C)cc3)c2)n1C | 5% | 0.8% | 18 | 1% | -4% | 0% | 6% | 2% | 0% | -1 | -15% |
| CCNC(=O)c1ccc2c(c1)C1C3CCC(C3)C1C(c1ccccc1)N2 (stereo not given) | 8% | -0.9% | -4 | -1% | 0% | -10% | ? | 0% | 6% | 2 | -2% |

Bioassay records: PubChem, National Center for Advancing Translational Sciences (NCATS)

The list is partial; rates above refer to the full screens.
